AmpC no deterg: qHTS Inhibitors of AmpC Beta-Lactamase (assay without detergent); P00811; AmpC nitrocefin hydrolysis, absorbance 480 nm, 0.0001% Triton; Potency, µM (titrated, usually from 57.1 µM), for the others: at the highest dose activity change, negative = inhibition, actives largely listed as inhibitors; hit rate 0.52% among 330,000; AID 485341, 2010;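 also: potency is read from the fitted curve at half-maximal effect; plate controls were no compound for no effect and no enzyme for full effect; nearly all actives have a fitted effect of over 20% in size; some results filed as inactive show a strong effect at the top dose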
Target sequence (P00811 whole entry, looked up): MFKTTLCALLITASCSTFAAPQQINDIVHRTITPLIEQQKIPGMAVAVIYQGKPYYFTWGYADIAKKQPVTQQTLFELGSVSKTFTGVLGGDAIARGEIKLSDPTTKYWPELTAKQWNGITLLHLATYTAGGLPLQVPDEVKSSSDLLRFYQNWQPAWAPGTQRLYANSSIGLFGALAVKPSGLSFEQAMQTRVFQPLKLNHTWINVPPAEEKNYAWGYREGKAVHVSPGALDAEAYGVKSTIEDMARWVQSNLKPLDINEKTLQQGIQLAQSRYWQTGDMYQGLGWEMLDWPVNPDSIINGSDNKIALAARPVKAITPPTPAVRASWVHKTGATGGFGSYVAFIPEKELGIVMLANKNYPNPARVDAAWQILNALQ
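AmpC (5.3 nM in the dispensed reagent) in 20 mM phosphate pH 7.0 with 0.01% (detergent screen) or 0.0001% Triton X-100 was preincubated with compounds for 15 min at room temperature. Nitrocefin was then added from an 800 uM solution, and hydrolysis was followed at 480 nm.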
Shiga toxin inh: A qHTS for Small Molecule Inhibitors of Shiga Toxin. Vero cells, Shiga toxin protein synthesis inhibition reporter. inhibition, % at 38.7 µM. hit rate 9.2% among 290,000. AID 2315, 2010; in the data active = inhibition mostly above about 28%, no sharp cut-off; inactive = mostly below about 43%; also: 0% is about no effect
FBPA Giardia inh: qHTS Assay for Inhibitors of Fructose-1,6-bisphosphate Aldolase from Giardia Lamblia. purified Giardia FBPA. hit rate 0.71% among 290,000. Potency, µM (series often up to 59.6 µM), for inactives: at the highest dose activity, negative = inhibition, usual class: inhibitors. A8B2U2; also: potency is read from the fitted curve at half-maximal effect; % is scaled to controls: 0 for no effect and ±100 for the full control effect; nearly all actives have a fitted effect of over 55% in size
Target sequence (A8B2U2 whole entry, looked up): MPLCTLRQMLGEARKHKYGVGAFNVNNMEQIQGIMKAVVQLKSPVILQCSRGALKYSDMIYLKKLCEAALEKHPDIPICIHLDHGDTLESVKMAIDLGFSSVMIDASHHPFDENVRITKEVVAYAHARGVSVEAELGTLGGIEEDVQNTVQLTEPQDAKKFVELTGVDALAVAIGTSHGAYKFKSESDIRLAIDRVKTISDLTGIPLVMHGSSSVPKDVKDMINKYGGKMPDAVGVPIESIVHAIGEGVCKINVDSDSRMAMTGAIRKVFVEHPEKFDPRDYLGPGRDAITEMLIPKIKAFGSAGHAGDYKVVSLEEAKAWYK
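40 nM FBPA preincubated 10 min at RT with compound (up to 57.5 uM final), then substrate plus GAPDH/TPI/NAD/arsenate coupling and diaphorase/resazurin added. Fluorescence read after 20 min at RT, 525/598 nm.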
CHX counter: Cycloheximide Counterscreen for Small Molecule Inhibitors of Shiga Toxin | AID 2314, 2010 | hit rate 12% among 300,000 | max response, % | cell reporter, cycloheximide protein synthesis inhibition counterscreen; in the data active = max response mostly above about 13%, no sharp cut-off; inactive = mostly below about 14%; also: read at 38.3 µM for the half of the compounds with a filed dose; 0% is about no effect
AMA1 RON2 block: qHTS for Inhibitors of AMA1-RON; Towards Development of Antimalarial Drug Lead: Primary Screen; Plasmodium falciparum AMA1 (3D7) - RON2 peptide interaction; hit rate 0.2% among 360,000; AlphaScreen AMA1-biotinylated RON2 peptide binding; Potency, µM (highest dose often 58.2 µM), without a hit: at the highest dose activity change, negative = inhibition, most hits filed as inhibitors; AID 720542, 2013;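 also: potency is read from the fitted curve at half-maximal effect; 0% = vehicle wells and -100% = peptide control; nearly all actives have a fitted effect of over 45% in size; some results filed as inactive show a strong effect at the top dose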
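AMA1 (3D7) with his tag at 25 nM final met compounds first, then biotinylated RON2 peptide at 25 nM; detection used donor plus acceptor beads, 10 µg/mL apiece, read by AlphaScreen after 30 min at room temperature.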
HCMV antiviral: qHTS Assay for inhibitors of the human cytomegalovirus (HCMV). hit rate 4.5% among 410,000. AID 1259415, 2018. HFF cells, HCMV-luciferase reporter, 72 h; stronger effect = lower value. activity change, negative = inhibition, % at 57.5 µM; in the data active = activity change below about -60%; inconclusive = no clear call, values can overlap the other calls; inactive = above about -39%; also: % is scaled to controls: 0 for no effect and ±100 for the full control effect
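Compounds were evaluated in HFFs infected with an HCMV luciferase reporter virus (MOI 1 PFU/cell). Luciferase in lysates collected 72 h post infection served as the replication measure.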
AmpC detergent: qHTS Inhibitors of AmpC Beta-Lactamase (assay with detergent). hit rate 0.041% among 370,000. AmpC hydrolysis of nitrocefin, absorbance 480 nm, 0.01% Triton. P00811. Potency, µM (highest dose often 114 µM), inactives show top-dose activity change, negative = inhibition, most hits filed as inhibitors. AID 485294, 2010;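 also: potency is read from the fitted curve at half-maximal effect; 0% = no-compound wells and -100% = no-enzyme wells; nearly all actives have a fitted effect of over 25% in size; some results filed as inactive show a strong effect at the top dose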
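AmpC (5.3 nM in the dispensed reagent) in 20 mM phosphate pH 7.0 with 0.01% (detergent screen) or 0.0001% Triton X-100 was preincubated with compounds for 15 min at room temperature. Nitrocefin was then added from an 800 uM solution, and hydrolysis was followed at 480 nm.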
* marks the source's active call; other numbers are inactive results; ? = inconclusive; . = not tested or not shown; & = joins results of further samples; [ ] = dose if it differs, or a comment. Unless noted, calls follow the shape of the dose curve; as a rule, active = well fitted curve in the direction sought with a large enough effect; inconclusive = small, poorly fitted or top-dose-only effect, or another doubt; inactive = no such curve, though single readings can be large; an effect the other way counts as inactive or inconclusive.

SMILES | AmpC no deterg | Shiga toxin inh | FBPA Giardia inh | CHX counter | AMA1 RON2 block | HCMV antiviral | AmpC detergent
Nn1cnc2scc(-c3ccco3)c2c1=O | -16% | -6 | 10% | -3 | -5% | 17 | 6%
CCCC(=O)Nc1cccc(NC(=O)c2ccccc2Br)c1 | -23% | -7 | 0% | -1 | -2% | 28 | 2%
c1cc(-c2nsc(-c3ccncc3)n2)ccn1 | -39% | 29 | -23% | 3 | 1% | -38 | -10%
O=C(CCC(=O)OCC(=O)c1cccc([N+](=O)[O-])c1)Nc1ccccc1Cl | -6% | -7 | 0% | -4 | 11% | -36 | ?
COC(=O)C1=CN(C(C)C)C=C(C(=O)OC)C1c1cc(Br)c(OC)c(OC)c1 | 158%[activator] | 30 | -2% | 8 | 54%[activator] | 0 | -7%
COc1cc(NC(=O)c2cc3c(=O)n(C)c4ccccc4c3n2C)cc(OC)c1OC | 9% | 5 | -2% | -2 | -4% | -28 | -11%
COc1ccccc1NC(=O)c1ccc(-c2ccc(Br)cc2)o1 | -28% | 21 | 0% | 10 | -7% | 168 | ?
COCCN(CC(=O)Nc1ccccc1C(F)(F)F)C(=O)c1ccc(-n2cccn2)cc1 | 7% | . | . | . | 10% | -10 | 5%
CN(CC(=O)N1CC(=O)N(CCc2ccccc2)C(=O)C1)S(=O)(=O)c1cccc2nsnc12 | 37% | 12 | -11% | 0 | -8% | -28 | -8%
CCC(C)(C(=O)NC1CCCC1)N(C(=O)CNC(C)=O)c1ccc(C)cc1 (stereo unspecified) | 0% | -15 | 1% | -2 | -14% | 14 | 1%
S=C(NCCc1ccccc1)Nc1cnc2ccccc2c1 | -27% | 61* | -2% | 31* | 15% | -63* | -14%
O=C(CC1SCCNC1=O)Nc1cccc(C(F)(F)F)c1 (stereo unspecified) | -8% | 27 | 6% | 8 | -2% | 18 | ?
CCC(C)(C)n1nnnc1C(c1cc2cc3c(cc2[nH]c1=O)OCO3)N1CCCCC1 (stereo unspecified) | -24% | 47 | 6% | -3 | -21% | 66 | 1%
O=[N+]([O-])c1ccc(S(=O)(=O)Nc2ccc(-c3ccc(N4CCOCC4)nn3)cc2)cc1 | -42% | . | . | . | -11% | ? | 1%
CCOC(=O)Cn1nc(-c2ccccc2)c2ccccc2c1=O | -13% | -5 | 3% | -4 | ? | 18 | -14%
CC(C)C(=O)Nc1nnc(S(=O)(=O)N2CCCc3ccccc32)s1 | -7% | 1 | -18% | 1 | -7% | -6 | -12%
Cc1nc(-c2nc(CC(=O)NNC(=O)c3ccc(Cl)cc3)cs2)cs1 | -17% | -3 | 2% | -2 | 107%[activator] | -1 | -9%
COc1cc(NC(=O)[C@H]2CCCN2S(=O)(=O)c2cccc3cccnc23)cc(OC)c1OC | -15% | . | . | . | 6% | 7 | ?
CCOc1ccc(NC(=O)CSc2nnc(C)n2CCCOC)cc1 | -4% | -9 | -4% | -1 | 3% | -24 | -1%
CCC1=C(OC(=O)N(CC)CC)N2C(=O)OC(=NCCOC)[C@]2(Cc2ccccc2)[C@H]2C1=CC[C@H]1C(=O)N(C)C(=O)[C@H]12 | 204%[activator] | -21 | 0%&-8% | -2 | 12% | 1 | -2%
COc1ccc(CNC(=S)NCc2ccc(F)cc2)cc1 | -30% | -24 | . | -2 | -2% | -4 | 0%
COc1ccc(OC)c(NC(=O)C2CCN(C(=O)c3cccs3)CC2)c1 | 16% | 14 | 0% | -1 | -15% | ? | 10%
CC(Oc1ccc(Br)cc1)C(=O)Nc1cc(S(=O)(=O)N2CCOCC2)ccc1N1CCCC1 (stereo unspecified) | ? | . | . | . | -7% | -26 | ?
O=C1CCN(CCc2ccccc2)CCN1C(CSc1ccc(Br)cc1)Cc1ccccc1 (stereo unspecified) | . | -4 | -1% | -2 | . | . | .
CN(Cc1ccccc1)C(=O)CCS(=O)(=O)c1ccc2c(c1)NC(=O)CS2 | -21% | -2 | 13% | -2 | -4% | . | -8%
COc1cc(NS(=O)(=O)c2ccc(NC(=S)NC(=O)c3ccc(F)cc3)cc2)nc(OC)n1 | -44% | 2 | -20% | -2 | 50%[activator] | 15 | -8%
COc1cccc(CNS(=O)(=O)c2ccc(S(=O)(=O)N3CCCC3)cc2)c1 | 156%[activator] | -17 | 7.9µM* | -2 | 0% | 7 | -2%
CC(Sc1nnc(CNC(=O)c2ccco2)n1C)C(=O)Nc1nccs1 (stereo unspecified) | -2% | -8 | -15% | 7 | 18% | 16 | ?
O=C(Nc1ccc(F)cc1)C(c1ccccc1)N1CCN(CC(=O)N2CCOCC2)CC1 (stereo unspecified) | -11% | . | . | . | 10% | -25 | ?
Cc1cc(C(F)F)nn1CC(=O)N1CCSCC1 | -17% | -4 | -4% | -1 | -10% | -12 | ?
CC(C)(C)C(=O)OCCNc1nc(-c2ccccc2)nc2ccccc12 | -31% | -10 | 2% | -5 | 20% | -29 | -9%
O=C(Nc1cc([N+](=O)[O-])ccc1N1CCCC1)c1ccco1 | -21% | 6 | -2% | -1 | 1% | 105 | -12%
CCOc1ccccc1N(CC(=O)Nc1cccnc1)S(=O)(=O)c1ccc(C)cc1 | 40% | 160* | 0% | 50* | 4% | -28 | 7%
CC(C)NS(=O)(=O)c1ccc(OCC(=O)N2CCCC2)c(Cl)c1 | -15% | -25 | 0% | -2 | 2% | -10 | -7%
Cc1ccnc(NC(=O)c2ccc(COc3ccc(Cl)cc3)o2)c1 | -24% | 19 | 0% | 24 | -20% | -21 | -15%
Cc1cccc(C)c1CC(=O)N1CCOCC1 | -35% | -6 | 1% | -5 | 7% | -21 | -6%
Cc1oc(-c2ccccc2F)nc1CN1CCC(C(=O)NC2CCCc3ccccc32)CC1 (stereo unspecified) | -8% | -7 | -16% | -1 | -10% | 1 | ?
CCOc1ccc(CCNC(=O)COC(=O)c2cccc(OC)c2O)cc1OCC | -7% | -7 | 5% | 2 | 3% | -11 | -10%
COc1cccc(/C=C/C(=O)OCC(=O)NCc2ccc3c(c2)OCO3)c1 | -23% | . | . | . | 11% | -3 | .
O=C1OCCN1CCN(CN1C(=O)CCC1=O)CN1C(=O)CCC1=O | 2% | 11 | 3% | 1 | 13% | -1 | -2%
COc1ccc(NS(=O)(=O)c2cccc(C(=O)NNC(=O)COc3ccccc3)c2)cc1 | -51% | . | . | . | 100%[activator] | 8 | 0%
CCOc1ccccc1N1CCN(C(=O)Nc2ccc(F)c(Cl)c2)CC1 | -15% | -3 | -2% | 1 | 0% | -17 | 2%
Cc1cc(Cl)c(OCCCCN2CCOCC2)c(Br)c1 | 17% | 26 | -27% | 14 | 1% | -33 | -9%
Cc1nc(Nc2nc(CSc3nc4ccccc4[nH]3)cc(=O)[nH]2)nc2ccccc12 | 42% | -16 | -4% | -5 | -3% | -103* | 0%
CC(=O)N1N=C(c2cccs2)CC1c1cc2cc(C)ccc2nc1Cl (stereo unspecified) | -18% | 33 | 6% | -1 | -8% | 11 | -4%
O=C(O)CCC(=O)N1CC=C(c2ccccc2)CC1 | -10% | 79* | -5% | 50* | 0% | -15 | 1%
Cc1nc(Nc2ccc(C(=O)O)cc2)nc(Nc2ccc(C(=O)O)cc2)c1[N+](=O)[O-] | -13% | 24 | -1% | 10 | -1% | -33 | -1%
COc1ccccc1OCCNC(=O)CSC(=S)N1CCCC1 | 0% | . | . | . | 22% | -13 | 0%
COCC(=O)n1nc(-c2ccc(C)cc2)nc1NCc1ccc(F)cc1 | -13% | 86* | 1% | 12* | -17% | -16 | ?
COc1cc(CN2CCN(C(C)C)C(CCO)C2)ccc1OCc1ccccc1 (stereo unspecified) | 39% | 70* | 0% | 30* | -9% | -13 | 5%
Cc1cccc(N=C2NC(=O)/C(=C/c3cccnc3)S2)c1 | -12% | 17 | 2% | 1 | -3% | ? | 6%
Cc1ccc(NC(=O)CSc2nnc3ccccn23)cc1 | -18% | 72* | 2% | 15 | -2% | -38 | 0%
CCOc1ccc(C(=O)NC(=S)Nc2ccccn2)cc1[N+](=O)[O-] | -29% | 31 | ? | 15* | 13% | 117 | -7%
O=C(c1ccc(Cl)c(S(=O)(=O)N2CCOCC2)c1)N1CCCCC1 | -8% | -7 | -1% | -4 | -2% | 26 | ?
COCC(C)N=Cc1c(O)[nH]c2ccccc12 (stereo unspecified) | -2% | -10 | -1% | 1 | -2% | -18 | -1%
COc1cc(N)c(Cl)cc1C(=O)OCC(=O)NC(=O)NCc1ccco1 | -29% | . | . | . | -8% | -20 | .
CC(=O)c1cccc(CN2CCC(n3nccc3NC(=O)CCc3ccccc3)CC2)c1 | 30% | -5 | . | -2 | -4% | . | 1%

Ordered by molar mass (rising): six of the compounds above.
SMILES | AmpC no deterg | Shiga toxin inh | FBPA Giardia inh | CHX counter | AMA1 RON2 block | HCMV antiviral | AmpC detergent
COCC(C)N=Cc1c(O)[nH]c2ccccc12 (stereo unspecified) | -2% | -10 | -1% | 1 | -2% | -18 | -1%
O=C(O)CCC(=O)N1CC=C(c2ccccc2)CC1 | -10% | 79* | -5% | 50* | 0% | -15 | 1%
CCOc1ccc(C(=O)NC(=S)Nc2ccccn2)cc1[N+](=O)[O-] | -29% | 31 | ? | 15* | 13% | 117 | -7%
COCC(=O)n1nc(-c2ccc(C)cc2)nc1NCc1ccc(F)cc1 | -13% | 86* | 1% | 12* | -17% | -16 | ?
COc1cc(N)c(Cl)cc1C(=O)OCC(=O)NC(=O)NCc1ccco1 | -29% | . | . | . | -8% | -20 | .
CC(=O)c1cccc(CN2CCC(n3nccc3NC(=O)CCc3ccccc3)CC2)c1 | 30% | -5 | . | -2 | -4% | . | 1%

Exported as tab-separated lines: entries from further up.
mol	AmpC no deterg	Shiga toxin inh	FBPA Giardia inh	CHX counter	AMA1 RON2 block	HCMV antiviral	AmpC detergent
COC(=O)C1=CN(C(C)C)C=C(C(=O)OC)C1c1cc(Br)c(OC)c(OC)c1	158%[activator]	30	-2%	8	54%[activator]	0	-7%
COCC(C)N=Cc1c(O)[nH]c2ccccc12 (stereo unspecified)	-2%	-10	-1%	1	-2%	-18	-1%
CCCC(=O)Nc1cccc(NC(=O)c2ccccc2Br)c1	-23%	-7	0%	-1	-2%	28	2%

Rows are unselected, and some 16% of all compounds hit somewhere here.
